# Abeta yeast res: restores growth of yeast expressing A-beta42 peptide; yeast expressing A-beta42, growth rescue, OD600, 48 h; response scale: 0% DMSO, 100% iron-clioquinol control; Potency, µM (highest dose often 46.1 µM), without a hit: top-dose growth rescue, usual class: activators; 410,000 compounds, 0.063% hits; AID 1347071; note: potency is the fitted concentration of half-maximal effect; nearly all actives have a fitted effect of over 55% in size
#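 Growth rescue measured by 600 nm absorbance after 48 h yeast culture at 30 C with compound. Values normalized between DMSO and an equimolar ferric chloride plus clioquinol control.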
# Akt phos inh: blocks phosphorylation of Akt. activity change, % for hits at 50 µM. Neuro2A IGF-stimulated pAkt S473 HTRF, 20 min; hits give low values. 360,000 compounds, 0.32% hits. AID 651550; in the data active = activity change below about -80%; inconclusive = mostly about -51% to -80%; note: % is set by controls: 0 for no effect and ±100 for the full control effect
#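 Neuro2A cells in DMEM with 0.5% FBS, overnight at 37 deg C, given compound at single 50 µM final, then IGF (6 nM final) for 20 min at 37 deg C. Lysed; phospho-Akt Ser473 by HTRF after 24 h, 665/615 ratio.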
# TDP43 rescue: TDP-43 toxicity inhibition in yeast | TDP-43 expressing yeast growth rescue, BacTiter-Glo, 24 h | Potency, µM (highest dose often 46.1 µM), for the others: top-dose growth rescue (activation), usual class: activators | 410,000 compounds, 1.8% hits | AID 652104; note: potency is the fitted concentration of half-maximal effect; % of control where 0% means no effect; nearly all actives have a fitted effect of over 50% in size
#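 In this qHTS, compounds that restore growth of yeast expressing TDP-43 appear as activators. Cells (OD600=0.02, galactose medium, raffinose-pregrown) are incubated with compound 24 hr at 30 deg C and growth is quantified by BacTiter-Glo.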
# PTHR1 ag: PTHR1 (human) receptor agonism; HEK293 GP2 PTHR1 cells, GloSensor cAMP luminescence, 1 h; AID 743266; 410,000 compounds, 0.075% hits; Q03431; Potency, µM (highest dose often 115 µM), for the others: top-dose activation, usual class: activators; note: potency is the fitted concentration of half-maximal effect; nearly all actives have a fitted effect of over 55% in size; some results filed as inactive show a strong effect at the top dose; inactives centre near -15; many of its hits are not listed in these tables
# Target sequence (Q03431 whole entry, looked up): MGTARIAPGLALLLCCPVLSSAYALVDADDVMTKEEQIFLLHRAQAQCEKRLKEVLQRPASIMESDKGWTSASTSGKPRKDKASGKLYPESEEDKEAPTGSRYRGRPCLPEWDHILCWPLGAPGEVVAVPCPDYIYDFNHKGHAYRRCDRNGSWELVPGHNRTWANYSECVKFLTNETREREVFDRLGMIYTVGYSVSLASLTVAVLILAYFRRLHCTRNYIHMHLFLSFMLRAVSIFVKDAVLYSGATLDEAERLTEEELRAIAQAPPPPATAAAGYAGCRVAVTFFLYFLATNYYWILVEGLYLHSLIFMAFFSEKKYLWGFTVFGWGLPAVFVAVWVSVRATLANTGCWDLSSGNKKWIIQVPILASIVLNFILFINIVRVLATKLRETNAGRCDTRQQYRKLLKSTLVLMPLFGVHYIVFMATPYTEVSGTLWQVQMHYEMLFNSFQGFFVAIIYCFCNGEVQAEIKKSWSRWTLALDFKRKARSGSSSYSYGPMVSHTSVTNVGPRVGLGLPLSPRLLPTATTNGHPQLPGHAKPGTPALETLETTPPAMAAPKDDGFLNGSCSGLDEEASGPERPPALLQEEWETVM
#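 HEK-293-derived GP2 cells expressing PTHR1 and a GloSensor cAMP reporter, 3,000/well, plated overnight, given luciferin plus IBMX (each 0.5 mM as added) for 1 h at 37 °C, then compound for 1 h at 37 °C. Luminescence was read after 15 min at room temperature.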
# D3 antag: antagonists of human D3 dopamine receptor. P35462. AID 652054. max response, negative = inhibition, %. 360,000 compounds, 2.5% hits. D3R cells, DiscoveRx beta-arrestin luminescence, antagonist mode; hits give low values; in the data active = max response below about -50%; inconclusive = no clear call, values can overlap the other calls; note: % is set by controls: 0 for no effect and ±100 for the full control effect; mostly tested at two doses, the higher about 12 µM
#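 Cells expressing the human receptor were seeded at 1500 cells/well, incubated overnight at 37 degrees C in 5% CO2, then exposed to library compounds with dopamine controls for 90 minutes at 37 degrees C before luminescent detection.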
# GLP-1R inv ag: acts as inverse agonist at human GLP-1 receptor; Potency, µM (series often up to 38.3 µM), for inactives: top-dose activity change, negative = inhibition, usual class: inhibitors; 410,000 compounds, 1.6% hits; AID 624417; P43220; HEK293 GLP-1R CRE-luciferase, luminescence, 24 h; GLP-1R form is constitutively active; note: potency is the fitted concentration of half-maximal effect; % is set by controls: 0 for no effect and ±100 for the full control effect; nearly all actives have a fitted effect of over 55% in size
# Target sequence (P43220 whole entry, looked up): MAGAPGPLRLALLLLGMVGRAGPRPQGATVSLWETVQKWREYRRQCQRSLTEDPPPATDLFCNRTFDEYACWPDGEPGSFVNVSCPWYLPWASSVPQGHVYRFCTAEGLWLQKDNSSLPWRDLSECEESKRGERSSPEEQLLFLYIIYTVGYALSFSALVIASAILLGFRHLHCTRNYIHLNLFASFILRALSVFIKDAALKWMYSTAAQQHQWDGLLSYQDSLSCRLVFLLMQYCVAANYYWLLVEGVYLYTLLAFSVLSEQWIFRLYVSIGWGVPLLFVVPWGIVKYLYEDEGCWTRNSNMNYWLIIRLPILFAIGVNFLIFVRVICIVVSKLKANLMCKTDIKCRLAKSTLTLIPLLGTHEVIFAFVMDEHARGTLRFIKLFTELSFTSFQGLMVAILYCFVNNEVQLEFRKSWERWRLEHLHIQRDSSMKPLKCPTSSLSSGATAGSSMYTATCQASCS
#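 Readout was luciferase luminescence, measured 12 min after detection reagent at room temperature. Beforehand, GLP-1R reporter HEK293 cells had sat 12 h, then received compounds for 24 hr at 37 deg C.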
# FUS suppressor: rescues growth of FUS-expressing yeast; S. cerevisiae FUS-expressing, growth rescue, OD600, 24 h; Potency, µM (doses to about 76.6 µM), without a hit: at the highest dose growth rescue (activation), hits mostly activators; 390,000 compounds, 0.24% hits;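 note: potency is the fitted concentration of half-maximal effect; plate controls were DMSO vehicle for no effect and reference control for full effect; nearly all actives have a fitted effect of over 55% in size; some results filed as inactive show a strong effect at the top dose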
#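 FUS-expressing yeast, raffinose-pregrown, induced in 2% galactose minimal medium at OD 0.005; compounds in a dilution series, 24hr at 30C. Growth restoration read as absorbance at 600 nm. CP55940 positive control, DMSO negative.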
# GLP1R ag: agonists of human GLP-1 receptor | P43220 | HEK293 GLP-1R CRE-luciferase, luminescence, 4-6 h; cells express a hypersensitive GLP-1R form | Potency, µM (titrated, usually from 45.6 µM), inactives show at the highest dose activation, hits mostly activators | 380,000 compounds, 0.007% hits; note: potency is the fitted concentration of half-maximal effect; % of control where 0% means no effect
# aSyn yeast inh: rescues yeast growth from alpha-synuclein toxicity. Yeast expressing alpha-synuclein, growth rescue, BacTiter-Glo, 24 h. Potency, µM (titrated, usually from 46.1 µM), without a hit: top-dose growth rescue (activation), hits mostly activators. 370,000 compounds, 0.14% hits. AID 652106; note: potency is the fitted concentration of half-maximal effect; % of control where 0% means no effect; nearly all actives have a fitted effect of over 65% in size
#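 Galactose-induced alpha-syn yeast (OD600=0.02, raffinose-pregrown) + pinned cpd, 24 hr, 30 deg C; growth by BacTiter-Glo luminescence. Growth restoration scores as activation.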
# An asterisk follows results filed as active; i = inactive; ? = inconclusive; · = not tested or not shown; & = joins results of further samples; [ ] = remark or other dose. Unless noted, calls come from the whole dose curve; as a rule, active = well fitted curve in the direction sought with a large enough effect; inconclusive = small, poorly fitted or top-dose-only effect, or another doubt; inactive = no such curve, though single readings can be large; an effect the other way counts as inactive or inconclusive.
# Results follow in this order: GLP-1R inv ag	D3 antag	FUS suppressor	Akt phos inh	PTHR1 ag	Abeta yeast res	GLP1R ag	TDP43 rescue	aSyn yeast inh
Cc1ccc(NCCC(=O)c2ccc(Br)cc2)cc1
    11%	13	·	i	i	17%	0%	0%	0%
CC(=O)Cn1cnc2c(cnn2-c2ccccc2)c1=O
    13%	0	0%	i	-21%	-7%	-5%	14%	8%
CCOC(=O)NNC(=O)NCCCCCCNC(=O)NNC(=O)OCC
    14%	-13	9%	i	-20%	-5%	-8%	-7%	0%
COc1ncnc2c1ncn2CCCNCCCN1CCCC1=O
    14%	-7	-11%	i	-18%	11%	-2%	21%	11%
COc1cccc(NC(=O)C2CCN(S(=O)(=O)c3ccc4c(c3)OCCO4)CC2)c1
    ?	-15	45%	i	-14%[57.5 µM]	13%	5%	?	10%
COc1cc(C2C(C(C)=O)=C(O)C(=O)N2CCN2CCOCC2)ccc1O (stereo unspecified)
    1%	3	-9%	i	0%[57.5 µM]	3%	0%	5%	-1%
Cc1ccc2cc(C(c3nnnn3C3CCCC3)N(Cc3ccccc3)Cc3ccco3)c(=O)[nH]c2c1 (stereo unspecified)
    0%	12	27%	i	-18%[57.5 µM]	2%	-3%	-7%	-2%
Cc1ccccc1C(=O)N1CCC(C(N)=O)CC1
    10%	7	-14%	i	i	12%	-2%	-15%	0%
CCc1nnc(NC(=O)c2cccc(S(=O)(=O)N3CCc4ccccc43)c2)s1
    8%	8	26%	i	-24%[57.5 µM]	-10%	10%	-13%	-3%
O=C(O)c1cccc(N2C(=O)c3cccnc3C2=O)c1
    0%	13	2%	·	-17%	-12%	-19%	-14%	·
Cc1ccccc1C(=O)N/N=C1/SCC(=O)N1Cc1ccc2c(c1)OCO2
    4%	11	-5%	i	-1%	13%	9%	0%	3%
COC(=O)c1cc(N=CC2=C(O)CC(C)(C)CC2=O)cc(C(=O)OC)c1
    32%[activator]	-5	-4%	i	i	-10%	6%	4%	12%
COc1ccc(-c2cc(C(C)=O)c(C)n2CCC(=O)NCc2ccc(C)cc2)cc1
    -12%	·	32%	·	-23%	-12%	·	0%	·
CCNc1nc(Oc2ccc(F)cc2)cc(C(F)(F)F)n1
    -23%	9	-20%	i	i	-7%	11%	17%	-8%
C=CC(=O)Nc1ccc(N(C)c2ccnc(Nc3ccc(N4CCN(C)CC4)cc3)n2)cc1
    ?	-4	8%	i	-7%	-7%	9%	-10%	-5%

# The list goes on, starting with the last two of the part before.
# Results follow in this order: GLP-1R inv ag	D3 antag	FUS suppressor	Akt phos inh	PTHR1 ag	Abeta yeast res	GLP1R ag	TDP43 rescue	aSyn yeast inh
CCNc1nc(Oc2ccc(F)cc2)cc(C(F)(F)F)n1
    -23%	9	-20%	i	i	-7%	11%	17%	-8%
C=CC(=O)Nc1ccc(N(C)c2ccnc(Nc3ccc(N4CCN(C)CC4)cc3)n2)cc1
    ?	-4	8%	i	-7%	-7%	9%	-10%	-5%
Cc1cc2n(n1)CCCN2C(=O)Nc1ccc(F)c(Cl)c1
    -3%	·	-15%	·	-21%	-5%	·	25%	·
C=CCn1c(O)c(N=Nc2nc3ccccc3c(=O)n2-c2ccccc2)c2ccccc21
    -3%	5	·	i	i	-14%	0%	-20%	-6%
O=C(c1[nH]c(C(F)(F)F)nc1-c1ccccc1)N1CCN(C/C=C/c2ccccc2)CC1
    -3%	10	-24%	i	-20%	-5%	-3%	22%	-1%
CCOC(=O)C(C)c1nn(C)c(=O)c2ccccc12 (stereo unspecified)
    15%	31	-13%	i	-1%[57.5 µM]	15%	-2%	4%	-10%
Cc1ccc2nc(-c3cccnc3)c(Nc3ccc(C(C)C)cc3)n2c1
    -6%	·	-17%	·	-9%	2%	·	11%	·
COc1ccc(-c2cc(C)no2)cc1S(=O)(=O)N1CC(=O)Nc2ccccc21
    78%[activator]	0	3%	i	i	17%	-2%	1%	4%
CC(C)CNc1nc(Oc2ccc(=O)n(-c3ccccc3)n2)nc(N2CCOCC2)n1
    2%	20	11%	i	-3%[57.5 µM]	4%	5%	-9%	-1%
O=S(=O)(c1ccc2c(c1)OCCO2)N1CCN(S(=O)(=O)c2ccccn2)CC1
    ·	·	20%	·	20%	-10%	-8%	·	·
O=C(Cc1cc(=O)[nH][nH]1)N/N=C/c1cccc(Cl)c1Cl
    25%&-15%	-15&11	19%&36%	i	24%	-18%&-7%	-6%&-12%	1%&16%	-5%&-6%
CCOc1ccc(NS(=O)(=O)c2ccc3c(c2)CCN3C(=O)CCC(=O)O)cc1
    27%	-14	13%	i	-3%[57.5 µM]	15%	2%	-11%	1%
CC(=O)N1CCCc2cc(S(=O)(=O)NCc3ccccc3Cl)ccc21
    1%	·	-5%	·	0%	5%	·	-12%	·
Cc1ccc(S(=O)(=O)N(CC(=O)NCc2ccco2)c2ccccc2C)cc1
    ?	19	-13%	i	-11%	-2%	9%	-8%	8%
Cc1ccc(NC(=O)NCCOCCn2c(=O)oc3ccccc32)cc1C
    ?	·	5%	·	i	-14%	·	14%	·
CCOC(=O)c1c(/N=C/c2ccc(C)cc2O)sc2c1CCC2
    10%	2	·	i	-27%	2%	-4%	-23%	9%
O=[N+]([O-])c1cc(C(F)(F)F)cc([N+](=O)[O-])c1NCCCNc1ccc([N+](=O)[O-])c2cccnc12
    ?	-19	·	i	i	-2%	-12%	20%	1%

# Continuation:
# Results follow in this order: GLP-1R inv ag	D3 antag	FUS suppressor	Akt phos inh	PTHR1 ag	Abeta yeast res	GLP1R ag	TDP43 rescue	aSyn yeast inh
CCCCC1=NN(C(=O)c2cccnc2)C(O)(C(F)(F)F)C1 (stereo unspecified)
    ?	-15	-13%	i	-10%	9%	2%	18%	-2%
COc1ccccc1NC(=O)C(C)OC(=O)Cn1cnc2c1c(=O)n(C)c(=O)n2C (stereo unspecified)
    12%	16	19%	i	i	-5%	-9%	-2%	2%
CCOC(=O)c1c(NC(=O)CC)sc(C(=O)N2CCCCC2)c1C
    9%	6	29%	·	i	0%	25%	-25%	-4%
CNc1nc(SCc2ccc(C)cc2)nc2c1CCCC2
    ?	29	-7%	i	-14%[57.5 µM]	-60%[inhibitor]	1%	-31%[inhibitor]	-30%[inhibitor]
CCOC(=O)c1ccc(NC(=O)COc2ccc(S(=O)(=O)NC(C)CC)cc2)cc1 (stereo unspecified)
    -4%	21	23%	i	-24%	0%	-10%	14%	3%
Cc1ccc(-c2cc(C(=O)Nc3ccc(S(=O)(=O)Nc4nccs4)cc3)c3ccccc3n2)c(C)c1
    ?	4	?	i	-29%	8%	-16%	2%	3%
CCn1c(CC2C(=O)N(C)c3ccccc32)nc2ccccc2c1=O (stereo unspecified)
    -6%	·	-2%	·	i	-9%	·	?	·
Cc1cc(NC(=O)c2cc3cc([N+](=O)[O-])ccc3s2)no1
    13%	-12	-9%	i	-2%	1%	-5%	15%	-7%
CCN1CCN(c2ncnc3c2nnn3Cc2ccccc2)CC1
    -16%	?	8%	i	i	27%	0%	11%	1%
Cc1c(NC(=O)CN2C(=O)c3ccccc3C2=O)c(=O)n(-c2ccccc2)n1C
    5%	?	-2%	i	-7%[57.5 µM]	24%	-24%	5%	-11%
CCOc1[nH]n(-c2ccccc2)c(=O)c1C=Nc1ccc(C)cc1
    20%	13	13%	i	-16%	-3%	-2%	-5%	0%
CCOc1ccc(/C=C/C(=O)OCC(=O)NCCc2ccc(OCC)c(OCC)c2)cc1OC
    10%	19	23%	i	i	9%	1%	0%	3%
CCN(CC)S(=O)(=O)c1ccc2[nH]cc(C(=O)NCCc3ccc(OC)c(OC)c3)c(=O)c2c1
    4%	-2	3%	·	i	-6%	2%	2%	-9%
Cc1ccc2[nH]c(=O)c(CN(CCc3ccccc3)C(=O)N3CCOCC3)cc2c1
    1%	4	-4%	i	i	6%	2%	9%	-1%
OCCC1CN(Cc2cccc(O)c2)CCN1CCc1ccccc1 (stereo unspecified)
    -31%	-53*	1%	i	-17%	-15%	0%	-16%	-7%

# Other entries
# Results follow in this order: GLP-1R inv ag	D3 antag	FUS suppressor	Akt phos inh	PTHR1 ag	Abeta yeast res	GLP1R ag	TDP43 rescue	aSyn yeast inh
C=CCn1c(SCC(=O)N(CCO)CCO)nc2sc3c(c2c1=O)CCC3
    32%[activator]	5	2%	i	-35%[inhibitor]	8%	-4%	11%	6%
Cc1nnc2ccc(-c3cccc(NC(=O)c4ccc(Br)o4)c3)nn12
    20%	58	29%	i	i	-7%	27%	-25%	-11%
Cc1nn(-c2ccc(Cl)cc2)c(Cl)c1/C=C(\C#N)C(N)=O
    ?	12	·	i	-25%	-11%	14%	-16%	-5%
Cc1cccc(Cn2c(=O)c3c(nc4n3CCCN4Cc3ccccc3)n(C)c2=O)c1
    ?	4	34%	i	-26%	20%	-2%	10%	1%

# Part of the list above, reformatted.
Structure | GLP-1R inv ag | D3 antag | FUS suppressor | Akt phos inh | PTHR1 ag | Abeta yeast res | GLP1R ag | TDP43 rescue | aSyn yeast inh
C=CCn1c(SCC(=O)N(CCO)CCO)nc2sc3c(c2c1=O)CCC3 | 32%[activator] | 5 | 2% | i | -35%[inhibitor] | 8% | -4% | 11% | 6%
Cc1nnc2ccc(-c3cccc(NC(=O)c4ccc(Br)o4)c3)nn12 | 20% | 58 | 29% | i | i | -7% | 27% | -25% | -11%
Cc1nn(-c2ccc(Cl)cc2)c(Cl)c1/C=C(\C#N)C(N)=O | ? | 12 | · | i | -25% | -11% | 14% | -16% | -5%
Cc1cccc(Cn2c(=O)c3c(nc4n3CCCN4Cc3ccccc3)n(C)c2=O)c1 | ? | 4 | 34% | i | -26% | 20% | -2% | 10% | 1%

# Source: PubChem BioAssay

# An excerpt; count on the stated rates, not on these rows.
